Assay outcomes deposited in PubChem BioAssay by several laboratories.
GPR35 arrestin U2OS – GPR35 antagonists blocking zaprinast-driven arrestin recruitment, primary screen, imaging, U2OS, beta-arrestin-GFP, zaprinast agonist (AID 2058); U2OS GPR35 beta-arrestin-GFP translocation imaging, zaprinast antagonism; higher % means a stronger effect; inhibition, % at 10 µM; hits with a dose series show IC50 in µM; 290,000 tested, 0.052% active;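 active means inhibition of at least 50% with at least 30 cells and total cytoplasm GFP at most 10,000,000; inconclusive means under 30 cells or total GFP of 10,000,000 plus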
NTR1 ag – agonists of NTR1, primary screen, imaging, U2OS cells, beta-arrestin-GFP, high content (AID 493036) | P30989 | 330,000 tested, 0.17% active | activation, % at 20 µM | NTR1-U2OS beta-arrestin-GFP spot imaging, agonist mode;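 active means activation at or above 40% of the spot to cytoplasm intensity ratio, with at least 20 cells analyzed; inconclusive means wells under 20 cells, flagged as cytotoxic or low count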;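 further: 0% = DMSO without peptide and 100% = 100 nM NTR1 peptide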
Target sequence (P30989 whole entry, looked up): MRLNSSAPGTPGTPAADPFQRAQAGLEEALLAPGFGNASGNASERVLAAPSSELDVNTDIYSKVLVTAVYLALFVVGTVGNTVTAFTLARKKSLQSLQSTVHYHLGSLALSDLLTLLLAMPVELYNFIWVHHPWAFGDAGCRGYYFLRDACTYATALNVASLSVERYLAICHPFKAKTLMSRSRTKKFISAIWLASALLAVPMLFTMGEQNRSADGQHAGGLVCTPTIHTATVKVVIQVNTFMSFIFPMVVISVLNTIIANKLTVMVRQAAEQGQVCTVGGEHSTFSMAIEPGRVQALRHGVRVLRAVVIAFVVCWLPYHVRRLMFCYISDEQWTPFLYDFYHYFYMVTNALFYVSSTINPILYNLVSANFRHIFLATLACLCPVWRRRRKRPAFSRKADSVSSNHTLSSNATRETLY
Autophagy mod – autophagy modulation, high-content screen; AID 463193; MEF GFP-LC3 puncta imaging; test concentration mostly 10 µM; 190,000 tested, 0.98% active; calls only at 10 µM (by protocol);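 active means percentage of spot-positive cells more than 3 SD above its plate mean, without a fluorescence outlier flag or 80% toxicity; inconclusive means no clear call, values can overlap the other calls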;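 further: spot-positive cell cutoff set from DMSO-treated cells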
WT yeast gro inh – growth inhibition of WT yeast, mitochondrial fusion screen | 190,000 tested, 2.1% active | inhibition, % at 10 µM | mitochondrial fusion phenotypic screen, WT strain; in the data active means inhibition above about 58%; tested in S. cerevisiae
LYP phosphatase – PTPN22 lymphoid phosphatase activity blockers – biochemical, fluorescence intensity, uHTS (AID 1779); recombinant LYP phosphatase, fluorescence intensity; higher % means a stronger effect; 290,000 tested, 0.054% active; one-dose inhibition, % at 11.5 µM; IC50 in µM for titrated hits; in the data active means inhibition above about 50%;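 further: plate controls were vehicle with enzyme for no effect and no enzyme for full effect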
RSV CPE inhibition – inhibition of RSV-induced cytopathic effect – HEp-2 cells, primary 10 µM value included (AID 2391); HEp-2 cells, RSV-induced CPE inhibition; higher % means a stronger effect; one-dose CPE inhibition, % at 10 µM; IC50 in µM for titrated hits; 310,000 tested, 0.13% active; in the data active means a potency from the dose series; inconclusive means CPE inhibition mostly from about 23% at the one dose, without a potency; inactive means the rest, 99 in 100 with CPE inhibition below about 21%; further: strong numbers were not always called active
NS5 inhibitors – flavivirus cap methylation enzyme inhibition – biochemical, confirmation dose response, primary screen (AID 588689) | Dengue-2 NS5 methyltransferase capping enzyme assay, biochemical; higher % means a stronger effect | inhibition, % at 25 µM, or IC50 in µM where a hit was titrated | 340,000 tested, 0.3% active; in the data active means a potency from the dose series; inconclusive means inhibition above about 29% without an active follow-up result
AID2073 – disruptors of CaV2.2 binding to Mint1 – biochemical, HTRF (AID 2073); HTRF protein-protein interaction, Mint1-CaV2.2; higher % means a stronger effect; inhibition, % at 20 µM, or IC50 in µM where a hit was titrated; 290,000 tested, 0.19% active; in the data active means inhibition mostly above about 51%, no sharp cut-off; inconclusive means no clear call, values can overlap the other calls; inactive means mostly below about 53%; further: some results filed as inactive read as strong as hits
K1F lysis inhibition – protection from phage-mediated lysis, alamar blue read-out – E. coli UTI89, K1F phage, bacterial capsule biogenesis inhibitors (AID 488966); inhibition, % at 100 µM; hits with a dose series show IC50 in µM; E. coli UTI89 K1F phage lysis, alamar blue, 2 h; higher % means a stronger effect; 340,000 tested, 0.02% active;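 active means phage lysis inhibition, versus mean bacterial control, above a set limit; inconclusive means no clear call, values can overlap the other calls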;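 further: capsule biogenesis inhibitors block K1F phage lysis so surviving cells raise fluorescence; higher fluorescence means more inhibition of phage lysis; actives were called in the ten point dose series up to 300 µM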
WT yeast gro inh mutant strain – recorded beside WT yeast gro inh, whose call it bears; inhibition, %; mitochondrial fusion phenotypic screen, mutant strain inhibition
Autophagy mod cell loss 18 h – second read-out of Autophagy mod, no call of its own (marks repeat the call); toxicity, %; measured here: cell loss, nuclei count;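 cell loss after 18 h compound exposure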
NTR1 ag cell count 20 µM – recorded beside NTR1 ag, whose call it bears; cell count; measured here: cell count, cytotoxicity flag
* = called active by the depositor; [ ] = remark or other dose.

How did O=C(NC1CC1)C1=C[C@H](c2c[nH]c3ccccc23)C[C@H](OCCCCO)O1 do in these assays?
GPR35 arrestin U2OS: -3.7%; NTR1 ag: -5.2; LYP phosphatase: -8.7%; RSV CPE inhibition: 4.8%; NS5 inhibitors: -1.6%; AID2073: -6.9%; K1F lysis inhibition: 0.8%; NTR1 ag cell count 20 µM: 90

Results for CSc1cccc(NC(=S)N2CCC(N(C)C3CCCCCC3)CC2)c1 ?
GPR35 arrestin U2OS: -2.5%; NTR1 ag: -0.1; Autophagy mod: inactive; WT yeast gro inh: 6.5; LYP phosphatase: -7.0%; RSV CPE inhibition: -1.2%; NS5 inhibitors: 2.4%; AID2073: -7.4%; K1F lysis inhibition: 0.3%; WT yeast gro inh mutant strain: 4.1; Autophagy mod cell loss 18 h: 0.3; NTR1 ag cell count 20 µM: 41

How did NC(=O)COC(=O)c1cccc(S(=O)(=O)N2CCN(c3ccccc3)CC2)c1 do in these assays?
GPR35 arrestin U2OS: 4.4%; NTR1 ag: -1.1; Autophagy mod: inactive; WT yeast gro inh: -13.1; LYP phosphatase: -2.8%; RSV CPE inhibition: 2.0%; NS5 inhibitors: -4.8%; AID2073: -11.6%; K1F lysis inhibition: 0.3%; WT yeast gro inh mutant strain: -11.3; Autophagy mod cell loss 18 h: -19.4; NTR1 ag cell count 20 µM: 41

What do the screens show for `O=[N+]([O-])c1ccc(N2CCCC2)nc1N1CCCC1`?
GPR35 arrestin U2OS: -4.0%; NTR1 ag: -1.3; LYP phosphatase: -3.1%; RSV CPE inhibition: 4.3%; NS5 inhibitors: 5.4%; AID2073: -4.7%; K1F lysis inhibition: -0.4%; NTR1 ag cell count 20 µM: 46

What do the screens show for `Cc1ccc(S(N)(=O)=O)c(C)c1N1CCCC1=O`?
GPR35 arrestin U2OS: 27.4%; NTR1 ag: -0.2; Autophagy mod: inactive; WT yeast gro inh: -2.8; LYP phosphatase: -10.1%; RSV CPE inhibition: 1.0%; NS5 inhibitors: 3.9%; AID2073: -8.8%; K1F lysis inhibition: 1.5%; WT yeast gro inh mutant strain: -8.7; Autophagy mod cell loss 18 h: 1.5; NTR1 ag cell count 20 µM: 28

Results for C=CCn1c(SCC(=O)c2c(N)n(CCC)c(=O)n(C)c2=O)nc2sc(CC)cc2c1=O ?
GPR35 arrestin U2OS: -3.0%; NTR1 ag: 4.9; Autophagy mod: inactive; WT yeast gro inh: -18.4; LYP phosphatase: -6.0%; RSV CPE inhibition: 1.1%; NS5 inhibitors: -5.5%; AID2073: 5.9%; K1F lysis inhibition: 0.5%; WT yeast gro inh mutant strain: 21.4; Autophagy mod cell loss 18 h: 5.8; NTR1 ag cell count 20 µM: 51

How did Cc1ccc(Cl)cc1N(CC(=O)N1CCCCCC1)S(C)(=O)=O do in these assays?
GPR35 arrestin U2OS: -2.2%; NTR1 ag: 1.5; Autophagy mod: inactive; WT yeast gro inh: 5.7; LYP phosphatase: -8.9%; RSV CPE inhibition: 0.4%; NS5 inhibitors: 1.6%; AID2073: 4.6%; K1F lysis inhibition: 2.3%; WT yeast gro inh mutant strain: 5.5; Autophagy mod cell loss 18 h: 2.0; NTR1 ag cell count 20 µM: 89

Results for NC(=O)C1CCCN(S(=O)(=O)c2ccc(Br)cc2)C1 (stereo not given) ?
GPR35 arrestin U2OS: -4.2%; NTR1 ag: -0.1; Autophagy mod: inactive; WT yeast gro inh: 0.1; LYP phosphatase: -8.1%; RSV CPE inhibition: 0.5%; AID2073: -2.3%; K1F lysis inhibition: 0.4%; WT yeast gro inh mutant strain: 6.0; Autophagy mod cell loss 18 h: -1.3; NTR1 ag cell count 20 µM: 69

Results for CC1CN(C(=O)c2cc3cc(Cl)cc(Cl)c3oc2=O)CC(C)O1 (stereo not given) ?
GPR35 arrestin U2OS: -13.8%; NTR1 ag: 0.4; Autophagy mod: inactive; WT yeast gro inh: -8.8; LYP phosphatase: -3.3%; RSV CPE inhibition: 2.0%; NS5 inhibitors: 9.6%; AID2073: 6.2%; K1F lysis inhibition: -0.7%; WT yeast gro inh mutant strain: -6.2; Autophagy mod cell loss 18 h: 2.1; NTR1 ag cell count 20 µM: 83

Results for COc1cc(-c2ccc(=O)[nH]n2)ccc1OC(F)F ?
GPR35 arrestin U2OS: -11.7%; NTR1 ag: 3.9; WT yeast gro inh: -11.4; LYP phosphatase: -7.1%; RSV CPE inhibition: -3.0%; NS5 inhibitors: -6.7%; AID2073: -3.6%; K1F lysis inhibition: 0.3%; WT yeast gro inh mutant strain: -0.1; NTR1 ag cell count 20 µM: 61

What do the screens show for `CC(/C=C/c1ccccc1)=N\NC(=O)CSc1ccccn1`?
GPR35 arrestin U2OS: -4.5%; NTR1 ag: 1.2; Autophagy mod: inactive; WT yeast gro inh: 22.8; LYP phosphatase: -4.7%; RSV CPE inhibition: 0.6%; NS5 inhibitors: 1.3%; AID2073: 0.9%; K1F lysis inhibition: -0.1%; WT yeast gro inh mutant strain: 7.0; Autophagy mod cell loss 18 h: -15.7; NTR1 ag cell count 20 µM: 45

How did O=C(Nc1nn[nH]n1)C12CC3CC(CC(C3)C1)C2 do in these assays?
GPR35 arrestin U2OS: -2.2%; NTR1 ag: 1.7; Autophagy mod: inactive; WT yeast gro inh: -1.8; LYP phosphatase: -3.8%; RSV CPE inhibition: 1.4%; NS5 inhibitors: -2.8%; AID2073: -0.9%; K1F lysis inhibition: -0.1%; WT yeast gro inh mutant strain: 0.3; Autophagy mod cell loss 18 h: -3.0; NTR1 ag cell count 20 µM: 47

What do the screens show for `CNS(=O)(=O)c1ccc(C(=O)NCC(=O)NCC2COc3ccccc3O2)cc1` (stereo not given)?
NTR1 ag: -1.3; RSV CPE inhibition: -1.0%; NS5 inhibitors: 2.9%; K1F lysis inhibition: 1.3%[50 µM]; NTR1 ag cell count 20 µM: 57

How did O=c1[nH]c2ccccc2n1CCCN1CCCCC1 do in these assays?
GPR35 arrestin U2OS: 5.9%; NTR1 ag: 1.7; Autophagy mod: inactive; WT yeast gro inh: -8.0; LYP phosphatase: -2.1%; RSV CPE inhibition: 0.1%; NS5 inhibitors: -5.2%; AID2073: 12.5%; K1F lysis inhibition: -1.2%; WT yeast gro inh mutant strain: 2.6; Autophagy mod cell loss 18 h: 12.7; NTR1 ag cell count 20 µM: 30

Results for C/C(=N\NC(=O)COc1ccc2ccccc2c1)c1cccs1 ?
GPR35 arrestin U2OS: 2.9%; NTR1 ag: 6.4; LYP phosphatase: -2.9%; RSV CPE inhibition: 5.9%; NS5 inhibitors: -9.8%; AID2073: 8.2%; K1F lysis inhibition: 0.2%[50 µM]; NTR1 ag cell count 20 µM: 75

What do the screens show for `CCCn1c(=O)c2ccccc2n2c(SCCOc3ccc(Cl)cc3)nnc12`?
GPR35 arrestin U2OS: 2.2%; NTR1 ag: 4.5; Autophagy mod: inactive; WT yeast gro inh: 6.5; LYP phosphatase: -7.9%; RSV CPE inhibition: -0.2%; NS5 inhibitors: -2.8%; AID2073: 0.1%; K1F lysis inhibition: 3.2%; WT yeast gro inh mutant strain: -9.9; Autophagy mod cell loss 18 h: 3.1; NTR1 ag cell count 20 µM: 50

How did O=[N+]([O-])c1ccc2c(c1)nc1n2CCN(C2CCCCC2)C1 do in these assays?
GPR35 arrestin U2OS: -8.0%; NTR1 ag: 2.8; Autophagy mod: inactive; WT yeast gro inh: -3.0; LYP phosphatase: 7.3%; RSV CPE inhibition: 5.9%; NS5 inhibitors: -11.1%; AID2073: 30.8%; K1F lysis inhibition: 0.2%; WT yeast gro inh mutant strain: 8.2; Autophagy mod cell loss 18 h: -26.1; NTR1 ag cell count 20 µM: 60

Results for COc1ccc(NC(=O)CN2CC(C)OC(C)C2)cc1Cl (stereo not given) ?
GPR35 arrestin U2OS: -2.2%; NTR1 ag: 1.0; Autophagy mod: inactive; WT yeast gro inh: 3.3; LYP phosphatase: -6.2%; RSV CPE inhibition: 0.7%; NS5 inhibitors: -0.8%; AID2073: 5.9%; K1F lysis inhibition: 0.0%; WT yeast gro inh mutant strain: 0.8; Autophagy mod cell loss 18 h: 19.8; NTR1 ag cell count 20 µM: 51

How did CC(NC(N)=O)C12CC3CC(CC(C3)C1)C2 (stereo not given) do in these assays?
GPR35 arrestin U2OS: 9.6%; NTR1 ag: -4.3; Autophagy mod: inactive; WT yeast gro inh: -13.1; LYP phosphatase: 2.8%; RSV CPE inhibition: 0.9%; NS5 inhibitors: -5.2%; AID2073: -2.8%; K1F lysis inhibition: -0.1%; WT yeast gro inh mutant strain: -14.0; Autophagy mod cell loss 18 h: -3.2; NTR1 ag cell count 20 µM: 105

Results for COc1cc(C(=O)NCC(=O)N/N=C/c2ccc(-c3cccc([N+](=O)[O-])c3)o2)cc(OC)c1OC ?
GPR35 arrestin U2OS: 8.7%; NTR1 ag: 0.3; LYP phosphatase: 1.0%; RSV CPE inhibition: inconclusive; NS5 inhibitors: -10.0%; AID2073: -10.4%; K1F lysis inhibition: -0.1%; NTR1 ag cell count 20 µM: 39

Results for C/C(=N/NC(=O)c1ccc(Br)o1)C(C)C ?
GPR35 arrestin U2OS: -0.5%; NTR1 ag: 4.5; Autophagy mod: inactive; WT yeast gro inh: -3.1; LYP phosphatase: -9.2%; RSV CPE inhibition: 3.1%; NS5 inhibitors: -5.8%; AID2073: -5.8%; K1F lysis inhibition: 0.1%; WT yeast gro inh mutant strain: -27.2; Autophagy mod cell loss 18 h: -39.8; NTR1 ag cell count 20 µM: 72

Results for O=C1CSC(=NC(=O)c2ccccc2)N1 ?
GPR35 arrestin U2OS: 0.8%; NTR1 ag: 0.6; Autophagy mod: inactive; WT yeast gro inh: -3.2; LYP phosphatase: -9.7%; RSV CPE inhibition: 0.8%; NS5 inhibitors: 4.8%; AID2073: -7.6%; K1F lysis inhibition: inactive; WT yeast gro inh mutant strain: 7.4; Autophagy mod cell loss 18 h: 24.0; NTR1 ag cell count 20 µM: 47

Results for O=C(CC1Sc2ncnn2C1=O)Nc1ccccc1 (stereo not given) ?
GPR35 arrestin U2OS: 1.0%; NTR1 ag: -1.6; Autophagy mod: inactive; WT yeast gro inh: -9.2; LYP phosphatase: -9.5%; RSV CPE inhibition: -1.2%; NS5 inhibitors: -0.7%; AID2073: 6.5%; K1F lysis inhibition: -7.4%; WT yeast gro inh mutant strain: 34.6; Autophagy mod cell loss 18 h: 0.5; NTR1 ag cell count 20 µM: 43

How did Cc1ccnc(SCCn2c(N3CCC(C)CC3)nc3c2c(=O)[nH]c(=O)n3C)n1 do in these assays?
GPR35 arrestin U2OS: -5.0%; Autophagy mod: inactive; WT yeast gro inh: 5.0; LYP phosphatase: -6.5%; NS5 inhibitors: -2.8%; AID2073: -7.2%; K1F lysis inhibition: 0.0%; WT yeast gro inh mutant strain: 5.2; Autophagy mod cell loss 18 h: 12.7
